Compound activity deposited in PubChem BioAssay by Broad Institute.
Cneo AK release = causes C. neoformans cell lysis; adenylate kinase release luminescence, 4 h; normalised: neutral wells 0, clomiphene wells 100; lysis activity, % at 15 µM; actives 0.2% (n = 360,000);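 active = mean lysis activity across replicates of at least 80%, whatever share of replicates individually reach that level; inactive = mean lysis activity below 80%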
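Test system: log-phase Cryptococcus neoformans yeast cells; Quantity: yeast cell density of 5 × 10^6 cells/mL; Buffer or medium: YPD; Doses: single compound concentration per well; Timing: 4 h at 37 °C static, read 1 h later; Measured by: AK luminescence; Read-out basis: lysis from increased AK signal; Control set: Clomiphene as positive control.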
Xi reactivation = activators of X-chromosome reactivation in mouse fibroblasts. actives 0.055% (n = 360,000). XiGFP mouse fibroblasts, % GFP-positive cells imaging, 3 d; cells co-treated with 5-aza-dC sensitizer; scaled so ellipticine positive control = 100%. activation, % at 7.58 µM. AID 743238;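 active = mean normalized replicate activation at least 10% and every replicate at or above 10%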;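 note: 0% = median of on-plate neutral control wells and 100% = ellipticine 6 µM median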
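System: 68-5-11 XiGFP fibroblast line | Buffer or medium: DMEM containing 5-aza-dC | Compound: Single point | Times: Compounds 3 days, fix/stain 15 min at room temperature | Benchmarks: Positive control ellipticine, 6 µM final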
Statin myotox sup = suppression of simvastatin myotoxicity | C2C12 myotubes + simvastatin, ATP luminescence, 48 h; scaled: DMSO 0, geranylgeraniol control 100 | AID 602340 | rescue of ATP level, % at 7.49 µM | actives 0.78% (n = 330,000);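 active = mean ATP rescue above about 67%, or every replicate alone reaching that limit, limit read from the data, passing the limit was not always enough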;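 note: myotubes were challenged with 10 µM simvastatin during compound exposure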
S100A4 inh HTS = inhibitors of human S100A4 binding to myosin IIA peptide; inhibition, % at 10.7 µM; S100A4/TAMRA-MyoIIA peptide fluorescence polarization; actives 0.14% (n = 360,000);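 active = mean inhibition of at least 70% across replicates, with every replicate also reaching that level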
Target sequence (P26447 whole entry, looked up): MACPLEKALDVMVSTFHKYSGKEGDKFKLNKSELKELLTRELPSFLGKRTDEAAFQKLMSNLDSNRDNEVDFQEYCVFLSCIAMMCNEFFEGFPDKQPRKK
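Test system: S100A4 monomer protein. Medium: HEPES buffer with Ca2+, pH 7.2. Reagent: fluorescent myosin IIA peptide, 5 nM. Compound dosing: single-point compound testing. Timing: 5 min between mix addition and reading. Benchmarks: DMSO neutral and TFP positive wells.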
SIRT5 block = sirtuin-5 (human) deacylase inhibition; Purified SirT5, succinyl-peptide AMC, trypsin-coupled fluorescence; inhibition, % at 15 µM; actives 1.1% (n = 330,000); in the data active = inhibition above about 15%
Target sequence (Q9NXA8 whole entry, looked up): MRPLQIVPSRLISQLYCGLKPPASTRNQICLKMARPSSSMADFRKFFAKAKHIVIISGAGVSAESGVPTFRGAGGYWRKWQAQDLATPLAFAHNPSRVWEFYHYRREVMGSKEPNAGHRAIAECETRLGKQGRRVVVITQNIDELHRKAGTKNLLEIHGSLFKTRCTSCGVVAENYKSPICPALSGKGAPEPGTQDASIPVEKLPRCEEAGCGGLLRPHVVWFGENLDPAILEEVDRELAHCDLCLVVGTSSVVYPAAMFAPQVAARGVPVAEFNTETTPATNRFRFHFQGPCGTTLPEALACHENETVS
LGR2 inh = blocks bursicon-induced cAMP signaling via Drosophila LGR2; HEK293 LGR2, CRE-luciferase, bursicon-stimulated, 4 h; inhibition, % at 9.99 µM; actives 0.35% (n = 380,000); AID 720647;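 active = drop in luminescence signal, shown as inhibition above about 50% in the replicate tests, limit read from the data, passing the limit was not always enough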;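 note: agonist challenge used bursicon conditioned medium at about half maximal strength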
PGC1a acetyl inh = lowers PGC1a acetylation signal in U2OS cells; AlphaScreen anti-acetyl-lysine; with virally co-expressed GCN5 acetyltransferase; inhibition, % at 15.6 µM; actives 0.17% (n = 350,000); AID 651687;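 active = every replicate shows inhibition of at least 40%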;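 note: 0% = neutral control wells and 100% = positive control wells; some results beyond the cut were filed as inactive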
ERAP1 HTS inh = ERAP1 (human) enzyme inhibition; Q9NZ08; recombinant ERAP1, Leu-AMC fluorescence, 60 min; inhibition, % at 10.7 µM; actives 0.15% (n = 340,000); AID 652197;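 active = mean replicate inhibition of at least 30%, or all replicates individually reaching that 30% level; inactive = mean below 30% and not every replicate reaching it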;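 note: 0% = neutral control wells and 100% = L-leucinethiol positive control wells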
Active calls of the source: *; . = no result given; & = joins results of further samples.

SMILES | Cneo AK release | Xi reactivation | Statin myotox sup | S100A4 inh HTS | SIRT5 block | LGR2 inh | PGC1a acetyl inh | ERAP1 HTS inh
Cc1cn([C@H]2C[C@H](O)[C@@H](/C=C/C(=O)NCc3ccccc3)O2)c(=O)[nH]c1=O | 1 | 0.0 | -7 | -3 | -1 | 3 | 3 | 4
COc1ccc2c3c(n(C)c2c1)[C@@H](CO)N(CC1CC1)CC31CCN(C(=O)Nc2ccccc2)CC1 | . | 0.5 | . | 4 | 3 | 21 | . | -4
COC(=O)C(CCCN1C(=O)c2ccccc2C1=O)(NC(C)=O)c1nn[nH]n1 (stereo unspecified) | . | 0.0 | . | -8 | -10 | -9 | -2 | 0
CC1(C)Cc2ccccc2-c2nc3n(c(=O)c21)CCS3 | . | 0.0 | . | -5 | -1 | -11 | 3 | 1
Cc1cc(C)nc(NS(=O)(=O)c2ccc(NC(=O)c3ccccc3Br)cc2)n1 | 27 | 0.0 | 7 | 0 | -5 | -16 | 3 | 2
C[C@H](CO)N1C[C@H](C)[C@H](CN(C)Cc2ccc(C(=O)O)cc2)Oc2ccc(NS(=O)(=O)c3ccc(Cl)cc3)cc2CC1=O | . | -0.5 | -10 | 5 | -3 | -8 | 8 | -2
COc1ccc(Cc2cc(-c3ccc(F)cc3)n[nH]c2=O)cc1 | 1 | 0.0 | . | -7 | -2 | -34 | 3 | 1
CCC(=O)N1CC2(C1)[C@H](c1ccccc1)[C@@H](CO)N2CC1CCCC1 | . | 0.3 | . | -3 | . | -14 | . | -3
CCOc1ccccc1N(CC(=O)Nc1ccc(OC)c(OC)c1)S(=O)(=O)c1ccccc1 | 3 | 0.0 | -13 | 0 | -2 | -1 | -5 | -3
COCCNC(=S)N1CCN(c2nc3ccccc3s2)CC1 | . | 0.0 | . | 0 | -5 | -11 | . | 1
CCCOc1ccc(OC(=O)Cc2ccc(OC)c(S(=O)(=O)N3CCOCC3)c2)cc1 | . | 0.0 | . | 7 | 1 | -2 | . | 2
C[C@@H]1CN([C@@H](C)CO)C(=O)c2cc(NC(=O)Nc3ccc(C(F)(F)F)cc3)ccc2O[C@@H](C)CCCCO[C@H]1CN(C)S(=O)(=O)c1ccc(Cl)cc1 | 17 | 0.2 | . | . | . | 13 | -4 | .
COCCOc1cc(N(CC(=O)N(C)C)S(=O)(=O)c2ccccc2)c(Cl)cc1Cl | . | 0.0 | 9 | 2 | 0 | 22 | -4 | -9
CCC(=O)NC(C)c1cc(Cl)c2cccnc2c1O (stereo unspecified) | 0 | 2.0 | -19 | 2 | . | 13 | . | -3
O=C(C[C@H]1C=C[C@@H](NS(=O)(=O)c2cccc(F)c2)[C@H](CO)O1)N1CCCCC1 | 2 | 0.2 | -4 | -6 | -1 | 12 | 0 | 0
CC(C)[N+](C)(CCOC(=O)C1c2ccccc2Oc2ccccc21)C(C)C | 1 | 0.0 | 6 | -2&-1 | -4 | -6 | 2 | -2
CCN(CC)S(=O)(=O)c1ccc(-c2csc(C)n2)s1 | 3 | -0.1 | -14 | -3 | 2 | -12 | -6 | 4
C[C@@H]1CN([C@@H](C)CO)C(=O)c2cc(NC(=O)c3ccncc3)ccc2O[C@@H]1CN(C)S(=O)(=O)c1ccccc1 | 2 | 0.1 | -34 | -6 | -4 | -15 | -4 | -3
C/C=C/c1cccc(-c2nc(C(=O)NCCN3CCCCC3)cc3c2[C@@H](CCO)N([S@](=O)C(C)(C)C)C3)c1 | . | 0.1 | . | -12 | . | . | -3 | 0
CCOc1ccc(N(CC(=O)NCC2CCCO2)S(=O)(=O)c2ccc(C)cc2)cc1 (stereo unspecified) | 0 | 0.0 | 3 | -5 | -3 | 8 | -4 | 0

The last five entries of the part before lead into the next.
SMILES | Cneo AK release | Xi reactivation | Statin myotox sup | S100A4 inh HTS | SIRT5 block | LGR2 inh | PGC1a acetyl inh | ERAP1 HTS inh
CC(C)[N+](C)(CCOC(=O)C1c2ccccc2Oc2ccccc21)C(C)C | 1 | 0.0 | 6 | -2&-1 | -4 | -6 | 2 | -2
CCN(CC)S(=O)(=O)c1ccc(-c2csc(C)n2)s1 | 3 | -0.1 | -14 | -3 | 2 | -12 | -6 | 4
C[C@@H]1CN([C@@H](C)CO)C(=O)c2cc(NC(=O)c3ccncc3)ccc2O[C@@H]1CN(C)S(=O)(=O)c1ccccc1 | 2 | 0.1 | -34 | -6 | -4 | -15 | -4 | -3
C/C=C/c1cccc(-c2nc(C(=O)NCCN3CCCCC3)cc3c2[C@@H](CCO)N([S@](=O)C(C)(C)C)C3)c1 | . | 0.1 | . | -12 | . | . | -3 | 0
CCOc1ccc(N(CC(=O)NCC2CCCO2)S(=O)(=O)c2ccc(C)cc2)cc1 (stereo unspecified) | 0 | 0.0 | 3 | -5 | -3 | 8 | -4 | 0
COc1ccc2[nH]c3c(=O)n(Cc4ccc(C(=O)N5CCCCCC5)cc4)c(=S)[nH]c3c2c1 | . | -0.1 | . | -1 | -1 | -6 | . | -1
COc1ccccc1-c1ccc(SCC(=O)NCc2ccc3c(c2)OCO3)nn1 | . | 0.2 | . | -2 | -2 | -6 | -8 | 6
O=[N+]([O-])c1ccc(-c2cn3ccccc3n2)cc1 | 0 | 0.1 | . | 0 | -1 | -71 | -2 | 1
O=C(CSC(=S)N1CCN(c2ccccc2)CC1)Nc1nc(-c2ccccc2)c(-c2ccccc2)o1 | -3 | 0.3 | -16 | -3 | -5 | -12 | . | -1
COC(=O)[C@]1(C)N[C@H](CN(C)S(=O)(=O)c2ccc(OC)cc2)[C@@H]2C(=O)N(C)C(=O)[C@@H]21 | -1 | -0.2 | 0 | 0 | -5 | . | 2 | 4
COc1ccc(CN(C)C[C@H]2Oc3ccc(NS(=O)(=O)c4ccccc4)cc3CC(=O)N([C@H](C)CO)C[C@@H]2C)cc1 | . | 0.2 | . | -1 | -1 | -3 | -7 | 1
COc1ccc(S(=O)(=O)N(C)C[C@@H]2OCCCC[C@H](C)Oc3ccc(NS(=O)(=O)c4ccccc4)cc3C(=O)N([C@H](C)CO)C[C@@H]2C)cc1 | 5 | 0.0 | . | 2 | 8 | -5 | 6 | 0
OC[C@@H]1[C@@H](c2ccccc2)[C@@H](CNCC2CCC2)N1CC1CC1 | 6 | 0.3 | -10 | -7 | -8 | -4 | 5 | 2
O=[N+]([O-])c1ccc(S(=O)(=O)N2CCN(c3ccnc4cc(Cl)ccc34)CC2)cc1 | -1 | 0.0 | . | -2 | -4 | 5 | 2 | 2
O=C(/C=C/C(=O)N1CCc2ccccc2C1)N1CCc2ccccc2C1 | . | 0.3 | . | -3 | -3 | 17 | . | -1
CCCCNC(=O)C1(NC(=O)Nc2ccccc2)CCCCC1 | 2 | 0.4 | -9 | 1 | -1 | . | . | -5
CCOC(=O)c1nn(-c2cccc(OC)c2)c2nc(CC)c(C#N)c(=O)n12 | 0 | 0.0 | . | 11 | -3 | -5 | . | 0
CCc1c(C)nc(SCC(N)=O)c(C#N)c1C | 2 | . | 7 | 51 | . | -2 | 6 | -1
Cc1cccc(-n2c(SCC(N)=O)nnc2-c2ccco2)c1 | -1 | 0.2 | -4 | 1 | 0 | 1 | . | -3
O=C(C[C@@H]1C=C[C@@H](NC(=O)Nc2cc(F)ccc2F)[C@H](CO)O1)NCc1ccc2c(c1)OCO2 | 4 | -0.1 | 18 | -3 | 1 | 24 | -1 | -2
Cc1cccc(C)c1Nc1nnc(SCC(=O)Nc2cc(S(=O)(=O)N3CCCCC3)ccc2Cl)s1 | . | 0.0 | . | -10 | 1 | 2 | . | -5
COCC(=O)N(Cc1cc2cc(C)ccc2[nH]c1=O)c1cccc(C)c1C | 3 | 0.0 | -3 | 4 | 1 | 3 | . | 0
O=C(Cc1cccnc1)N1CC(=O)N2[C@H](CO)[C@@H](c3ccc(C#CC4CCCC4)cc3)[C@@H]2C1 | . | 0.0 | . | 16 | -2 | 10 | -8 | 0
C[C@]12c3[nH]c4ccc(Cl)cc4c3CCN1C(=O)[C@@H](CC(=O)NCc1cccc(C(F)(F)F)c1)C[C@@H]2C(=O)N1CCOCC1 | 7 | 0.4 | -12 | -7 | 40* | 0 | 10 | 0
CC(C)C1C(=O)N(Cc2cn(CC3CCCCC3)nn2)CCS(=O)(=O)N1Cc1ccc(-c2ccc(F)nc2)cc1 (stereo unspecified) | 6 | 0.0 | 0 | -24 | 3 | 16 | -5 | .
Cc1nnc(SCC(=O)NC2CCCC2)n1-c1ccccc1 | 3 | 0.4 | 21 | 6 | 3 | -6 | -4 | 0
COc1ccccc1Nc1nc(N)nc(CCl)n1 | -9 | -0.2 | . | -4 | 4 | 12 | -7 | -2
O=C(OCc1ccccc1)N(CCCCN(CCCNCc1ccccc1)C(=O)OCc1ccccc1)CCCNCc1ccccc1 | . | 0.8 | . | -7 | . | 3 | . | -2
N=C1SCC(=O)N1c1ccc(Cl)cc1 | -4 | 0.0 | -14 | -2 | -3 | -21 | -2 | -1
O=C(O)C1(S(=O)(=O)c2ccc(Cl)cc2)CCC1 | 0 | 0.0 | -1 | -2 | -4 | 7 | -5 | -2
Cc1cccc2sc(NNC(=O)C3=COCCO3)nc12 | . | 0.0 | . | -6 | -2 | 14 | . | 2
O=C1CCC(=O)N1CCSC(=S)N1CCSCC1 | . | 0.3 | . | 3 | 0 | 1 | . | 7
c1ccc2c(c1)CCNC2c1ccncc1 (stereo unspecified) | -1 | 0.1 | 8 | -4 | 4 | -5 | 0 | -8
O=C(N/C(=C/c1cn(-c2ccccc2)nc1-c1ccccc1)C(=O)N1CCOCC1)c1ccc(Cl)cc1Cl | -3 | 0.0 | . | . | . | 14 | -7 | .
O=C1CCC[C@@H]2[C@H](Cc3ccccc3)[C@@H](O)C[C@@H]3CCN1[C@@H]32 | 0 | -0.2 | 22 | 4 | 4 | -2 | 0 | 1
CCCNC(=O)C[C@H]1CC[C@H]2[C@H](COc3ccc(NC(=O)c4ccc(C(F)(F)F)cc4)cc3C(=O)N2C)O1 | -1 | 0.2 | 9 | -4 | 4 | -17 | -14 | 0
COCC(=O)N1C[C@@H](C)[C@H](OC)CN(C)C(=O)c2ccc(NC(=O)c3ccccc3)cc2OC[C@H]1C | -6 | -0.1 | 3 | 1 | 0 | 0 | 1 | 2
C/C(=N/NS(=O)(=O)c1cc(C)ccc1C)c1ccc2c(c1)OCO2 | 4 | 0.1 | -1 | -14 | 0 | -2 | -1 | -1
N#CCSc1nc2sccc2c(=O)n1-c1ccccc1 | 1 | 0.0 | 11 | -1 | -3 | -5 | -7 | -2
CC(Cc1cccnc1)NC(=O)c1cc(COc2ccc(F)cc2Cl)on1 (stereo unspecified) | -5 | 0.0 | 6 | 3 | 1 | -12 | . | -4
CCOc1ccc(N(C)S(=O)(=O)c2ccc(C)c(C(=O)NCc3ccccc3OC)c2)cc1 | 2 | 0.0 | -16 | -1 | -1 | -15 | 0 | 0
CN1C(=O)Cc2cc(S(=O)(=O)Nc3ccc(Cl)cc3)ccc21 | 2 | 0.2 | 8 | -5 | -6 | -15 | 0 | -3
O=C(Nc1nc2ccccc2c(=O)s1)c1ccco1 | -5 | 0.0 | -20 | 1 | -1 | 14 | 26 | -2
O=C(NCc1ccccn1)c1ccc(Cl)c(NC2=NC3CS(=O)(=O)CC3S2)c1 (stereo unspecified) | 0 | 0.0 | 6 | 1 | -2 | 9 | -11 | 0

Only part of the results is shown; rates above refer to the full screens.
